High-throughput results deposited in PubChem BioAssay by Sanford-Burnham Center for Chemical Genomics.
HKDC1 inhibitor: inhibitors of human hexokinase HKDC1. Q2TB90. recombinant HKDC1, G6PDH/diaphorase resazurin coupled fluorescence. inhibition, % at 20 µM. 340,000 tested, 0.16% active. AID 493160;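 active means inhibition above about 35% when tested at 20 µM, limit read from the data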;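 further: plate controls were DMSO wells with enzyme for no effect and DMSO wells lacking enzyme for full effect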
Target sequence (Q2TB90 whole entry, looked up): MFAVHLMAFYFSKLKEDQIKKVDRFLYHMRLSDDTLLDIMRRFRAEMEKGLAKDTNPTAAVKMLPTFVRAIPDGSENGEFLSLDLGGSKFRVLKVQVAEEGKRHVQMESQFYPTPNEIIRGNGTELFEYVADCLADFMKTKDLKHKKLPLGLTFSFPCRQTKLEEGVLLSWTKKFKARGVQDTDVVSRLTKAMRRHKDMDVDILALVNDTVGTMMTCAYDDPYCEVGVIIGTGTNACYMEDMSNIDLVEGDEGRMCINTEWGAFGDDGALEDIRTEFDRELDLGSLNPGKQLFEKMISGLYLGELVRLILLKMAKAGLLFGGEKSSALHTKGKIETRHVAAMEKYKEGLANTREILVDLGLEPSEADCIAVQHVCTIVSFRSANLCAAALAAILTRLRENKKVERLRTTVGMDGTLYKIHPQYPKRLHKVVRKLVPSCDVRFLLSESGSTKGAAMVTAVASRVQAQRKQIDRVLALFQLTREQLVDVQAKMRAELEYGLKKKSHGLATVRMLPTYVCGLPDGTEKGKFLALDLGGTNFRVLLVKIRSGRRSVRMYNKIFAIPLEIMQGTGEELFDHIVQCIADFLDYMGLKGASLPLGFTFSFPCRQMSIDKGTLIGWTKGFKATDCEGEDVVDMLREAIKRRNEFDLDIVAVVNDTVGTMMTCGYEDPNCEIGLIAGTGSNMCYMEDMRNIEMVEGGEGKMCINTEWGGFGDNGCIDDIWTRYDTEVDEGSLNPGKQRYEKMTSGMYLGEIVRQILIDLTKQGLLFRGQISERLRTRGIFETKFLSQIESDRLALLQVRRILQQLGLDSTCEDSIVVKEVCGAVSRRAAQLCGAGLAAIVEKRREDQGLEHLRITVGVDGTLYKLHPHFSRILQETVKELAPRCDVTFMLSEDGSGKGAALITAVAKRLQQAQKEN
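Material: recombinant HKDC1 hexokinase; Amount: HKDC1 at 5 µg/mL; Medium: Tris pH 8.0 buffer with MgCl2, Tween-20, BSA, BME; Schedule: 90 min reaction incubation at room temperature, dark; Technique: coupled resazurin fluorescence, excitation 525 nm, emission 613 nm.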
SENP8 block: inhibitors of human SENP8 protease; 330,000 tested, 1.2% active; inhibition, % at 10 µM; AID 2540; Q96LD8; purified SENP8, Z-RLRGG-aminoluciferin cleavage, luminescence
Jurkat NFkB inh: inhibitors of the PMA/ionomycin-induced NF-kB reporter in Jurkat cells; PMA/ionomycin-induced NF-kB luciferase reporter, luminescence; 330,000 tested, 0.53% active; inhibition, % at 4 µM
Gli-Sufu antag: blocks Gli-Sufu signaling in a luciferase reporter. Sufu-KO-LIGHT fibroblasts, Gli luciferase reporter luminescence. inhibition, % at 5 µM. 340,000 tested, 0.74% active. AID 588413;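 active means inhibition above about 55%, limit read from the data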;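 further: 0% = DMSO-treated cells and 100% = wells with medium but no cells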
697 NFkB inh: inhibitors of the PMA/ionomycin-induced NF-kB reporter in 697 B cells; 697 B-cell NF-kB luciferase reporter, 16 h; inhibition, % at 4 µM; 330,000 tested, 0.33% active; AID 435022; in the data active means inhibition above about 35%
SENP7 block: SENP7 protease inhibition | 330,000 tested, 1.5% active | inhibition, % at 5 µM | Q9BQF6 | recombinant SENP7, Z-RLRGG-aminoluciferin luminescence, 40 min;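 active means inhibition above about 50% at the single test dose, limit read from the data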;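 further: plate controls were DMSO with enzyme for no effect and no enzyme buffer wells for full effect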
UBC13 inh: inhibitors of human UBC13 polyubiquitin chain formation. AID 485273. P61088. 330,000 tested, 0.47% active. TR-FRET. inhibition, % at 20 µM; in the data active means inhibition above about 45%, passing the limit was not always enough
Apaf-1 inh: blocks human Apaf-1 apoptosome activity; 330,000 tested, 0.71% active; reconstituted apoptosome caspase-3 activity, DEVD-Rh110 fluorescence; O14727; inhibition, % at 20 µM; active means inhibition of at least 40% at 20 µM;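 further: plate controls were DMSO wells for no effect and DEVD-CHO caspase inhibitor wells for full effect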
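System – cell-free apoptosome with Apaf-1, procaspase-3 and caspase-9 · Buffer or medium – pH 7.5 Hepes buffer with CHAPS, BSA, DTT · Also added – cytochrome c with DEVD-Rh110 · Times – 30 min compound preincubation, 50 min activation, room temperature · Technique – Rh110 fluorescence intensity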
An asterisk follows results filed as active; / = no result given. Unless noted, no stated cut-off is given here; in the data, active means inhibition above about 50%; inactive means the rest.

SMILES	HKDC1 inhibitor	SENP8 block	Jurkat NFkB inh	Gli-Sufu antag	697 NFkB inh	SENP7 block	UBC13 inh	Apaf-1 inh
O=C(C1=C[C@@H](c2coc3ccccc3c2=O)C[C@@H](OCc2ccc(CO)cc2)O1)N1CCCCCCC1	-2	-5	12	30	-5	3	2	8
Cc1c(C(c2ccccc2)c2c(C)n(C)n(-c3ccccc3)c2=O)c(=O)n(-c2ccccc2)n1C	-6	0	-39	8	-61	1	-5	-1
Cc1ccc(-n2c(COc3c(C)cccc3C)nnc2SCC(=O)Nc2nccs2)cc1	9	-1	8	8	9	0	8	-20
CNC(=S)N/N=C/c1cn(Cc2ccc(F)cc2)c2ccccc12	-8	-10	11	7	27	3	-3	8
CC1(c2ccccc2)CC(C)(C)N2C(=O)C3(C(C#N)=C(N)Oc4cc(O)ccc43)c3cccc1c32 (stereo not given)	10	-3	2	5	-5	-11	-6	25
Nc1nonc1C(=O)NC(c1ccccc1)c1ccccc1	14	2	-14	-2	5	-5	8	-7
Cc1nc2ccccc2n1S(=O)(=O)N(C)C	-5	-2	-1	13	10	-5	5	-3
CCOC(=O)C1CCCCN1Cc1cccc(C(F)(F)F)c1 (stereo not given)	-11	-3	13	6	11	-1	-2	-5
CCc1ccc(NC(=O)c2[nH]c(C)c(C(C)=O)c2C)cc1	-2	1	-134	-57	-115	11	-1	15
O=C(COC(=O)c1ccc2c(c1)C(=O)N(Cc1ccncc1)C2=O)Nc1ccccc1[N+](=O)[O-]	-12	1	-11	3	0	7	-12	14
COc1ccc(Nc2nnc(SCC(=O)c3cc4ccccc4o3)s2)cc1	-2	3	-10	15	-18	6	-10	-2
CCOC(=O)c1c(NC(=O)c2ccnn2C)sc(C)c1C	0	-1	-15	-5	-2	-7	14	-8
CCC(C)(C)NC(=O)CN(C(=O)C(=O)Nc1ccc2c(c1)OCCO2)C(C)(C)CC	-12	-1	7	-2	-6	-2	-2	-5
O=C(CCC1CCCCC1)NCc1ccc(F)cc1	0	1	5	2	10	1	12	-3
COC(=O)COc1ccc(S(=O)(=O)Nc2ccccc2C(=O)OC)cc1	-8	-8	19	-3	16	4	2	-11
COc1ccc(S(=O)(=O)N2CCC(N3CCCCC3)CC2)cc1	3	3	14	1	2	8	3	-1
CCOC(=O)c1ccc(NC(=O)C2CCC(CNc3c(N4CCOCC4)c(=O)c3=O)CC2)cc1 (stereo not given)	-5	3	6	-3	20	-5	-3	-16
CC1(C)C(=O)OC(c2cccc([N+](=O)[O-])c2)C2(CCCCC2)C1=O (stereo not given)	2	-3	13	33	3	7	6	-5
O=C(Nc1ccccc1Cl)c1ccc(COc2ccc3c(c2)CCC3)cc1	-6	-5	-11	-35	-109	-1	2	9
CCOC(=O)c1cccc(NC(=S)NCc2ccc(C)cc2)c1	-1	-1	5	3	3	8	5	6
CCc1ncc(CN2CCC(C(=O)Nc3ccc(-n4nc(C)cc4C)cc3)CC2)cn1	1	-8	-4	/	-25	9	-5	6
O=c1[nH]c(SCC2CCCCO2)nc2ccccc12 (stereo not given)	-6	-4	-27	-26	-18	5	5	-10
O=C(CN(C(=O)c1csnn1)c1cccc2ccccc12)NCc1ccccc1	-2	-3	1	-10	-7	1	3	9
Cc1ccc(C(=O)NC(=S)Nc2ccc(CN3CCOCC3)cc2)cc1	1	-3	14	-1	-11	-4	5	-5
Clc1ccc(-c2nc(-c3cnccn3)no2)cc1	-4	90*	-98	-76	-143	98*	5	-15
O=C(O)C1(c2ccccc2)CCN(S(=O)(=O)c2ccc(Cl)s2)CC1	-2	2	9	5	13	-3	13	-25
Cn1c(NC(=O)c2cc(Cl)ccc2Cl)cc(=O)n(C)c1=O	-8	-8	-4	5	6	-15	6	8
Nc1nonc1C(=O)NCCNc1ncccc1[N+](=O)[O-]	-7	5	12	-8	10	1	-11	-21
Cc1ccc(S(=O)(=O)NCC(=O)N(CC(=O)NCc2ccco2)Cc2ccc3c(c2)OCO3)cc1	-5	-7	5	-4	1	13	-5	0
CCN(CC(=O)Nc1cccc(C#N)c1)CC(=O)Nc1cccc(OC)c1	6	4	0	7	-11	7	17	8
O=C1c2ccccc2C(=O)N1CCc1nc2ccccc2c(=O)n1CCCn1ccnc1	2	-12	-5	-6	1	18	3	1
O=C(NCc1cccc(Cl)c1)c1ccc(-c2csnn2)cc1	0	0	-8	6	-7	0	-4	-4
CCOC(=O)c1ccc(NS(=O)(=O)c2ccc3c(c2)NC(=O)CCS3)cc1	-3	11	7	13	-8	0	-1	-6
Cc1ccc(C(=O)NC2=NCCS2)cc1	/	-10	-78	/	-95	4	7	-2
CCOc1ccccc1NC1=NC2CS(=O)(=O)CC2S1 (stereo not given)	-4	6	9	16	9	4	0	-20
Cc1cccc(OCC(=O)OC(C)C(=O)Nc2ccc(S(=O)(=O)N3CCCCC3)cc2)c1 (stereo not given)	2	-5	-1	2	-9	-5	-2	17
COC(=O)c1ccc(C2C(Oc3ccc(OC)cc3)C(=O)N2CCc2ccc(OC)c(OC)c2)cc1 (stereo not given)	-7	-9	0	-6	2	5	-5	9
N#Cc1ccc(NC(=O)CSc2nc3[nH]c(=O)cc(O)c3s2)cc1	4	1	-3	3	-6	10	-22	3
O=C(Nc1ccccc1Sc1ccccc1)C1CCCO1 (stereo not given)	2	-10	-3	4	1	10	16	2
Cc1ccc(NC(=O)Cn2ncc3c([nH]c4ccccc43)c2=O)cc1Cl	-4	1	17	-11	0	3	-12	8
CC[C@]12c3[nH]c4ccc(OC)cc4c3CCN1C(=O)C(CC(=O)NCC13CC4CC(CC(C4)C1)C3)C[C@@H]2C(=O)N1CCN(C(=O)c2ccco2)CC1 (stereo not given in full)	-4	/	/	0	12	6	/	36
O=C(CCSCc1cccc(F)c1)NCc1ccc(F)cc1	-2	1	7	27	11	-2	3	4
Cc1cc(C)n(C(=O)CCN2C(=O)c3ccccc3C2=O)n1	-6	1	-1	-10	-8	2	3	-34
CCOC(=O)C1=CN(CC)S(=O)(=O)NC1c1cccc(OC)c1 (stereo not given)	2	/	/	6	6	-6	/	12
[C-]#[N+][C@H](O[C@@H]1O[C@H](CO)[C@@H](O)[C@H](O)[C@H]1O)c1ccccc1	6	0	3	-9	6	-4	-6	-2
CC1CCc2sc(C(=O)OC(C)C(=O)Nc3ncc(Cl)cc3Cl)cc2C1 (stereo not given)	/	-10	-11	/	-10	-3	-10	10
Cc1nc(-c2cccc(NC(=O)C3CCCCC3)c2)cs1	-1	-2	-16	-42	12	3	3	-2
O=[N+]([O-])c1cc(-c2ncccn2)c([N+](=O)[O-])s1	10	0	-3	22	0	4	-42	-2
CCCN1CCn2c3c(c4cc(Br)ccc42)CCCC31 (stereo not given)	1	1	-10	-7	-15	2	-1	13
COc1cc([N+](=O)[O-])ccc1NC(=O)COC(=O)C=C(C)C	2	0	4	8	2	-11	-8	6
COC(=O)c1cc(S(=O)(=O)N2CCN(Cc3ccccc3)CC2)c[nH]1	-3	2	29	-24	-24	6	-3	5
N#C/C(=C/c1ccc(-c2cc([N+](=O)[O-])ccc2Cl)o1)C(N)=O	12	1	10	-11	-2	10	3	-10
Cc1nn(CC(=O)NNC(=O)c2cccc(Br)c2)c(C)c1[N+](=O)[O-]	-3	1	7	-3	-2	-10	8	-22
Cc1nc2nc(-c3cccs3)[nH]c2cc1Br	2	90*	-77	-39	-87	90*	-19	-9
CCN1CCc2c(sc(NC(=S)NC(=O)c3ccco3)c2C(N)=O)C1	2	-10	7	-16	4	3	-4	-1
CCOc1cc(CNn2c(C)nnc2SCC(=O)NC(C)(C)C)ccc1OCC(=O)NC(C)(C)C	4	-9	20	7	5	-12	-3	-1
CCOC(CCn1c(SCc2cccc([N+](=O)[O-])c2)nc2ccccc2c1=O)OCC	4	-4	5	/	23	1	18	13
Cc1ccc(NC(=O)c2ncn(CC(=O)NCc3nc4ccccc4[nH]3)n2)cc1C	6	/	/	-8	-7	9	/	7
Cc1cccc2cc3c(N)c(C#N)sc3nc12	8	-15	-14	1	-2	-5	-16	18
COc1ccc(NC(=O)C(=O)N/N=C\c2ccc(CNC(=O)C(=O)Nc3ccc(C)c(C)c3)o2)c(OC)c1	-4	8	9	11	6	1	-29	-4
